Screening data from PubChem BioAssay.
esBAF inh: blocks esBAF chromatin remodeling in mouse ES cells; 2% of 350,000 active; reporter increase, % at 12.5 µM; Bmi1-luciferase knock-in reporter, 24 h; 100% = twice the neutral-well signal; in the data active = activation above about 40%; inconclusive = no clear call, values can overlap the other calls;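 note: 0% = median of the plate's neutral control wells and 100% = double that signal; a rise in the Bmi1 reporter signal indicates esBAF inhibition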
FN deposit inh: fibronectin deposition inhibition; AH1F fibroblasts, Alexa488-fibronectin deposition fluorescence, overnight; inhibition, % at 12.6 µM; 0.086% of 350,000 active; AID 743247;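 active = mean inhibition across replicates of 30% or more, regardless of how many single replicates reach that level; inconclusive = mean under 30% yet at least half of replicates reach 30%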;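 note: positive control wells lacked labelled fibronectin entirely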
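Test system: AH1F fibroblast monolayer depositing Alexa488-labelled fibronectin into matrix. Input: 10000 cells per well. Technique: fluorescence, ex 485 nm, em 525 nm. Buffer or medium: DMEM plus 2% serum, read in PBS. Timing: 1 h cell adhesion before compound, then overnight fibronectin incubation. Compound: single dose, pinned. Read-out basis: inhibition from reduced deposited-fibronectin fluorescence.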
SIRT5 inh: inhibitors of human sirtuin-5 desuccinylase; inhibition, % at 15 µM; Q9NXA8; Purified SirT5, succinyl-peptide AMC, trypsin-coupled fluorescence; 1.1% of 330,000 active; in the data active = inhibition above about 15%; inconclusive = no clear call, values can overlap the other calls
Target sequence (Q9NXA8 whole entry, looked up): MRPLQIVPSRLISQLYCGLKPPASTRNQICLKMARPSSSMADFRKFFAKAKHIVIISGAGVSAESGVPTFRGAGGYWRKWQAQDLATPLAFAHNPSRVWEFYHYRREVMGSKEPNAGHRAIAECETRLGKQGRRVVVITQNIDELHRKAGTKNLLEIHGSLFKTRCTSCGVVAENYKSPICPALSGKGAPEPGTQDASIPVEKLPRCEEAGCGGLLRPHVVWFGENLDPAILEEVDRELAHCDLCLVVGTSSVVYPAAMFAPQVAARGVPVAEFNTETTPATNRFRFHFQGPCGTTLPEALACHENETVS
S100A4 inh HTS: blocks human S100A4 binding to myosin IIA peptide. P26447. S100A4/TAMRA-MyoIIA peptide fluorescence polarization. inhibition, % at 10.7 µM. 0.14% of 360,000 active;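 active = mean inhibition of at least 70% across replicates, with every replicate also reaching that level; inconclusive = mean inhibition reaches 70% but some replicates fall short; inactive = mean inhibition below 70%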
Target sequence (P26447 whole entry, looked up): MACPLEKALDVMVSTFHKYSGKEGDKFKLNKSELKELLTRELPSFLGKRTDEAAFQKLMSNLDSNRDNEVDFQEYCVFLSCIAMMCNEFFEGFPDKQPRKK
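Material: human S100A4 monomer with TAMRA-labelled myosin IIA peptide; buffer or medium: HEPES pH 7.2 with CaCl2, KCl, NaCl, DTT, Triton; compound dosing: one concentration per compound; schedule: 5 min incubation before reading; benchmarks: neutral control DMSO, positive control TFP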
LGR2 inh: blocks bursicon-induced cAMP signaling via Drosophila LGR2. HEK293 LGR2, CRE-luciferase, bursicon-stimulated, 4 h. inhibition, % at 9.99 µM. 0.35% of 380,000 active;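 active = drop in luminescence signal, shown as inhibition above about 50% in the replicate tests, limit read from the data, passing the limit was not always enough; inconclusive = probably only some replicates passing the limit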;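 note: agonist challenge used bursicon conditioned medium at about half maximal strength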
CASP6 VEID inh: blocks human caspase-6 cleavage activity. P55212. purified caspase-6, Z-VEID-R110 cleavage fluorescence. inhibition, % at 12.5 µM. 0.53% of 350,000 active;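 active = mean inhibition across replicates at least about 35%, with every replicate also reaching that limit, limit read from the data; inconclusive = only one of the two criteria met; inactive = neither criterion met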;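 note: 0% = median of neutral control wells and 100% = no fluorescence left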
Target sequence (P55212 24-179 limits assumed): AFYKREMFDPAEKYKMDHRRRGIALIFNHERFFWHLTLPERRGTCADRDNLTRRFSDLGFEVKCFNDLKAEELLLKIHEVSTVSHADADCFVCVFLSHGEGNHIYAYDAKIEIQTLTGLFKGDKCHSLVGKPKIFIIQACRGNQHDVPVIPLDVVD
Target sequence (P55212 194-293 limits assumed): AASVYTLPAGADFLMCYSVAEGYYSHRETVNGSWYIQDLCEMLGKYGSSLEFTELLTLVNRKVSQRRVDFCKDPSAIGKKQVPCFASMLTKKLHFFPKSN
Statin myotox sup: suppressors of simvastatin-induced myotoxicity in C2C12 myotubes; 0.78% of 330,000 active; ATP luminescence, 48 h; scaled: DMSO 0, geranylgeraniol control 100; rescue of ATP level, % at 7.49 µM; AID 602340;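 active = mean ATP rescue above about 67%, or every replicate alone reaching that limit, limit read from the data, passing the limit was not always enough; inconclusive = no clear call, values can overlap the other calls; inactive = mean under the limit and some replicate under it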;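 note: myotubes were challenged with 10 µM simvastatin during compound exposure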
An asterisk follows results filed as active; ? = inconclusive; nt = not tested or not shown; & = joins results of further samples.

nr	SMILES	esBAF inh	FN deposit inh	SIRT5 inh	S100A4 inh HTS	LGR2 inh	CASP6 VEID inh	Statin myotox sup
1	C[C@H]1CN([C@@H](C)CO)C(=O)Cc2cc(NS(=O)(=O)c3cn(C)cn3)ccc2O[C@@H]1CN(C)S(C)(=O)=O	-5	nt	2	-9	-10	6	11
2	O=C(O)C1CCCCC1C(=O)Nc1nccs1 (stereo not given)	-4	nt	nt	nt	13	nt	-5
3	O=C(O)c1cccc(NC(=O)c2cc(-c3cccc(Cl)c3)nc3ccccc23)c1	nt	-17	0	2	-28	11	nt
4	Cc1noc(C)c1NC(=O)Nc1cccc2c1O[C@H](CN(C)S(C)(=O)=O)[C@H](C)CN([C@@H](C)CO)C2=O	-2	nt	-2	0	-6	-1	nt
5	COCCn1c(Cc2ccccc2)nnc1SCC(=O)N1CCCC1=O	-5	-17	0	-2	nt	-1	4
6	O=C(C=Cc1ccccc1)c1c[nH]c2ccccc2c1=O	?	10	nt	-5	31	-1	-11
7	Cc1ccc(N2CCN(c3ccc([N+](=O)[O-])cn3)CC2)c(C)c1	-1	-5	-4	-6	5	1	3
8	O=C(Nc1ccc(F)c(Cl)c1)c1cc(C2CCCCN2C(=O)c2ccc(Cl)cc2)on1 (stereo not given)	3	3	0	26	10	-3	0
9	CCCC#Cc1ccc([C@H]2[C@@H](C#N)N(C(=O)C3CCC3)[C@H]2CO)cc1	8	1	-4	-17	0	2	-19
10	Cn1c(=O)c2c(O)c(Cc3ccccc3)c(=O)[nH]c2n(C)c1=O	53*	3	5	-17	-9	0	2
11	COCC#Cc1ccc(CC[C@H]2O[C@H]3CC[C@H](CO)O[C@H]3C[C@@H]2n2cc(C3CC3)nn2)cc1	nt	nt	1	-4	nt	-1	nt
12	CC(C)NC(=O)N1[C@H](CN(C)C(=O)c2ccncc2)[C@@H](c2ccccc2)[C@@H]1CO	-1	18	6	17	-2	-3	19
13	CO[C@@H]1CN(C)C(=O)c2ccc(NC(C)=O)cc2OC[C@H](C)N(Cc2cccc(F)c2)C[C@H]1C	1	-2	nt	nt	-1	nt	-3
14	O=C(Nc1nnc(SCc2ccccc2F)s1)c1ccco1	nt	2	-3	1	-1	-3	nt
15	COc1ccc(Br)cc1CNCC1CCCO1 (stereo not given)	-10	4	-2	0	11	-4	0
16	CCN(CC)C(=O)C1CCN(c2ncnc3c2cnn3-c2ccc(C)cc2C)CC1	6	nt	nt	nt	17	nt	-13
17	CCOC(=O)C1CCN(C(=O)C(=O)c2cn(CC(=O)N3CCCCCC3)c3ccccc23)CC1	1	2	-5	-8	15	-3	6
18	N#Cc1cc2ccccc2nc1N	nt	-2	-6	-7	2	-2	nt
19	CCCCCC(=O)N1CCN(CCN=CC2=C(O)CC(c3cccs3)CC2=O)CC1 (stereo not given)	-2	-1	-8	-3	-13	-1	1
20	Cc1ccc(C(=O)Nc2cc(S(=O)(=O)N3CCOCC3)ccc2N2CCCC2)cc1	0	5	-1	1	-2	-1	11
21	CCOc1ccc(C(=O)N2CCN(S(=O)(=O)c3cccs3)CC2)c(OCC)c1	-3	8	7	4	6	3	1
22	COC(=O)CSc1ccc2nnc(-c3ccc(OC)c(OC)c3)n2n1	0	0	5	-5	14	-4	62
23	C[C@@H]1CN([C@H](C)CO)C(=O)Cc2cc(NC(=O)CCC(F)(F)F)ccc2O[C@@H]1CN(C)Cc1ccc(C(=O)Nc2ccccc2N)cc1	2	16	2	-4	-2	-1	24
24	COc1ccc(NC(=O)N(C)C[C@@H]2OCCCC[C@@H](C)Oc3ccc(NC(=O)c4ccccc4)cc3C(=O)N([C@@H](C)CO)C[C@@H]2C)cc1	nt	-1	1	0	7	3	nt
25	CCN(CC)S(=O)(=O)c1ccc2c(c1)nc(CCC(=O)OCC(=O)Nc1cc(OC)cc(OC)c1)n2C	nt	-4	nt	-12	1	-2	nt
26	CN(Cc1nc2ccccc2n1C)C(=O)c1cccs1	0	6	nt	nt	nt	nt	-1
27	COc1ccc(S(=O)(=O)N(C)C[C@H]2Oc3ccc(NC(=O)CCC(F)(F)F)cc3CC(=O)N([C@@H](C)CO)C[C@@H]2C)cc1	-2	nt	0	-11	4	0	-3
28	O=C(c1n[nH]c2ccccc12)N1CCN(S(=O)(=O)c2ccccc2)CC1	2	4	-4	-2	-22	2	-6
29	Cc1ccc(Cl)cc1NC(=O)C1CCCN(c2cnccn2)C1 (stereo not given)	-8	13	-5	0	8	0	-1
30	Cc1nc2sc(C(=O)OCC(=O)N3c4ccccc4CC3C)c(C)c2c(=O)[nH]1 (stereo not given)	nt	2	-3	-1	-37	-4	nt
31	Cc1ccc2cccc(OCC(=O)Nc3ccc4c(c3)OCO4)c2n1	6	6	-2	-1	2	-1	20
32	O=C(NC(NC(=S)Nc1ccccc1C(=O)O)C(Cl)(Cl)Cl)c1cccc([N+](=O)[O-])c1 (stereo not given)	11	-10	nt	nt	nt	nt	-5
33	CCCCN(C(=O)c1cnccn1)c1c(N)n(CCC)c(=O)[nH]c1=O	-7	6	-1	-5	0	-2	0
34	C[C@@H]1CN([C@@H](C)CO)C(=O)Cc2cc(NC(=O)c3ccncc3)ccc2O[C@H]1CN(C)C(=O)NC1CCCCC1	-1	-7	4	8	-13	1	-69
35	CCOC(=O)c1[nH]c(C)c(C(=O)OCC(=O)Nc2sc3c(c2C#N)CCCCC3)c1C	-10	-10	0	13	-26	1	-30
36	C[C@@H]1CCCCO[C@@H](CN(C)Cc2ccc3c(c2)OCO3)[C@@H](C)CN([C@H](C)CO)C(=O)c2cc(NS(=O)(=O)c3ccc(F)cc3)ccc2O1	4	-16	11	-4	19	1	nt
37	COc1ccc(S(=O)(=O)NCCC(=O)NC2CCCCC2C)cc1[N+](=O)[O-] (stereo not given)	6	1	3	-1	-6	26	-4
38	O=C(CN1CCN(CC(=O)Nc2ccccc2Cl)CC1)NCC1(N2CCCCC2)CCCCC1	-1	-3	12	-5	5	-9	15
39	C[C@H]1CN([C@@H](C)CO)S(=O)(=O)c2ccc(-c3ccncc3)cc2O[C@@H]1CN(C)Cc1cncnc1	-4	1	2	-16	7	2	-11
40	CN1C(=O)CSc2ccc(NC(=O)NCc3ccc(F)cc3)cc21	nt	7	1	-3	-1	5	nt
41	O=S1(=O)N=C2CCCCCN2C(c2ccc(F)cc2)N1 (stereo not given)	nt	7	-1	-3	nt	0	nt
42	CC(=O)N(C)C[C@H]1Oc2cc(-c3cncnc3)ccc2S(=O)(=O)N([C@H](C)CO)C[C@@H]1C	-3	2	1	9	5	1	5
43	CCC(C)NC(=O)c1ccc(N2CC3CC(C2)c2cccc(=O)n2C3)c(NC(=O)c2c(F)cccc2F)c1 (stereo not given)	-12	1	-4	1	10	0	-4
44	N/C(CS(=O)(=O)c1ccccc1)=N\OC(=O)c1ccc(F)cc1	nt	nt	7	10	-56	-2	nt
45	O=C(/C=C/[C@H]1O[C@@H](n2ccc(=O)[nH]c2=O)[C@H](O)[C@@H]1O)NCc1cccs1	4	-2	10	-7	-4	2	0
46	O=C(Nc1ccc(F)cc1)N1CCCCN2[C@H](CO)[C@@H](c3ccc(-c4cccc(F)c4)cc3)[C@H]2C1	1	nt	-2	4	8	-1	-103
47	C[C@@H]1CN([C@@H](C)CO)C(=O)c2ccccc2-c2ccccc2CO[C@H]1CN(C)C(=O)Nc1cccc(C(F)(F)F)c1	-3	8	5	1	4	0	nt
48	C[C@H](CO)N1C[C@H](C)[C@@H](CN(C)S(=O)(=O)c2cccs2)Oc2ccc(NC(=O)Nc3ccc4c(c3)OCO4)cc2C1=O	2&6	6&9	-3&-2	-1&-2	-10&1	2&2	-3

3 entries already listed, arranged by the value under esBAF inh, lowest first.
entry	smiles	esBAF inh
2	O=C(O)C1CCCCC1C(=O)Nc1nccs1 (stereo not given)	-4
19	CCCCCC(=O)N1CCN(CCN=CC2=C(O)CC(c3cccs3)CC2=O)CC1 (stereo not given)	-2
17	CCOC(=O)C1CCN(C(=O)C(=O)c2cn(CC(=O)N3CCCCCC3)c3ccccc23)CC1	1

Remaining list, next part:
nr	SMILES	esBAF inh	FN deposit inh	SIRT5 inh	S100A4 inh HTS	LGR2 inh	CASP6 VEID inh	Statin myotox sup
49	Cc1cc(NC(=O)CSc2ncc(CO)n2Cc2ccc(F)cc2)no1	-2	-13	-3	-2	-7	3	4
50	Cc1ccnc(NC(=O)c2cc3ccccc3oc2=O)c1	nt	-4	-3	-5	-19	-2	nt
51	Nc1nc(SCC(=O)Nc2cccc(Oc3ccccc3)c2)n[nH]1	nt	nt	-2	17	-21	0	nt
52	C[C@H](CO)N1C[C@H](C)[C@H](CN(C)C(=O)Nc2ccc(F)cc2)Oc2ccc(NC(=O)CCN3CCOCC3)cc2C1=O	0	2	-1	7	2	1	8
53	OC[C@H]1[C@@H](c2ccc(C#CC3(O)CCCC3)cc2)[C@@H]2CN(Cc3cncnc3)CCCCN12	-5	-8	0	-8	-13	nt	-10
54	Cc1cccc(NC2=C(Cl)C(=O)OC2OC(C)C)c1 (stereo not given)	nt	7	2	-5	nt	0	nt
55	CCCCNC(=O)Cn1nc(Cc2ccncc2)c2ccccc2c1=O	-6	7	0	2	-15	-4	10
56	COc1ccc2nc(NC(=O)CCN3C(=O)c4ccccc4C3=O)sc2c1	0	-8	nt	nt	-22	nt	13
57	CCOc1ccc(N(CC(=O)Nc2cccc(Br)c2)S(C)(=O)=O)cc1	11	-11	-1	0	6	4	-4
58	COCC(=O)N1[C@H](CO)[C@@H](c2ccccc2C2=CCCCC2)[C@@H]1C#N	nt	-14	-2	9	9	1	nt
59	O=C(COC(=O)CSc1ccc([N+](=O)[O-])cc1)NCc1cccs1	0	7	15*	-3	28	9	-13
60	CC(=O)c1ccc(OCCCC(=O)NC2CCCCC2C)cc1 (stereo not given)	0	-3	1	1	-12	-4	1
61	C[C@H](CO)N1C[C@H](C)[C@@H](CN(C)Cc2ccc(C(=O)O)cc2)OCCCC[C@H](C)Oc2ccc(NC(=O)NC3CCCCC3)cc2C1=O	-2	nt	-4	1	4	0	nt
62	Cc1[nH]c(=S)c(C#N)c(C)c1CCC#N	nt	-7	0	-3	-7	1	nt
63	CSc1cccc(NC(=O)C2CCN(S(=O)(=O)c3ccc4c(c3)NC(=O)CO4)CC2)c1	-4	2	0	86*	6	2	-13
64	C[C@H]1CN([C@@H](C)CO)C(=O)Cc2cc(N(C)C)ccc2O[C@@H]1CN(C)C(=O)Nc1ccc(C(F)(F)F)cc1	-2	-6	-4	15	20	-2	34

Not all compounds are listed; count on the stated rates, not on these rows.
